# S1P4 ag: activates the human S1P4 receptor; S1P4-expressing cell line, agonist reporter assay; activation, % at 4.98 µM; actives 0.35% (n = 220,000); AID 1509; in the data active = activation above about 11%;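 note: 0% = DMSO vehicle and 100% = reference agonist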
# Target sequence (O95977 whole entry, looked up): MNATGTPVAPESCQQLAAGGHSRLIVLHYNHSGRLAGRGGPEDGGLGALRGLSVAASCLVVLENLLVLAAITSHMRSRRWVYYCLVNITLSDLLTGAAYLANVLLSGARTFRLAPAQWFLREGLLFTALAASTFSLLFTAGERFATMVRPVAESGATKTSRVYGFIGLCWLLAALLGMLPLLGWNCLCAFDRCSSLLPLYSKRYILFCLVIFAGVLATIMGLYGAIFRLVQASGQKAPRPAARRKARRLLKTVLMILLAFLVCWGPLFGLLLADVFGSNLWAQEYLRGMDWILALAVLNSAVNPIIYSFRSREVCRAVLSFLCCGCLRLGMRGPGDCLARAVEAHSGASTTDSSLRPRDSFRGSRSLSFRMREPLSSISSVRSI
# TRPML3 agonist: human mucolipin-3 channel agonism; HEK293 TRPML3-YFP, Fluo-8 calcium fluorescence; 100% = the carbachol control signal; Q8TDD5; AID 1448; activation, % at 3 µM; actives 0.29% (n = 220,000);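 active = activation above its plate's cutoff, the mean activation of the plate's test wells plus 3 SD, cut at about 12% in these data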;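 note: 0% = DMSO only wells and 100% = carbachol wells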
#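 Test system: HEK293 cells stably carrying human TRPML3-YFP; Doses: single dose, 3 µM final nominal compound, 0.3% DMSO final; Schedule: dye loading 1 h 37 °C then 30 min ambient, 125 s read; Technique: Fluo-8 calcium fluorescence; Benchmarks: high control carbachol 87 µM, low control DMSO.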
# Ba/F3 V617F tox: lowers viability of Ba/F3 cells expressing EpoR and JAK2V617F. ATP luminescence. inhibition, % at 5.6 µM. actives 1.1% (n = 220,000). AID 1446;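 active = inhibition above the campaign mean plus 3 SD over all tested compounds, cut at about 24% in these data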;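 note: cytokine-independent growth of Ba/F3 cells driven by EpoR plus mutant JAK2; 0% = DMSO-treated cells and 100% = JAK inhibitor I control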
# PERK inh: inhibitors of human PERK kinase; Q9NZJ5; CHO PERK-DD fusion, SEAP luminescence translation reporter; inhibition, % at 5.6 µM; actives 0.17% (n = 220,000);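 active = inhibition above the mean inhibition of all tested compounds plus 3 SD, set separately per screening campaign, cut at about 2.9% in these data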;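 note: PERK kinase domain activated by AP20187 dimerizer at 100 nM; 0% = DMSO with dimerizer and 100% = rapamycin at 8.4 µM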
# S1P4 antag: blocks the human S1P4 receptor | AID 1510 | O95977 | inhibition, % at 4.98 µM | S1P4-expressing cells, antagonist mode, reporter read-out | actives 0.26% (n = 220,000); in the data active = inhibition above about 29%;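 note: 0% = wells stimulated with agonist and 100% = vehicle wells without agonist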
# EP2 mod: modulators of human EP2 prostaglandin E2 receptor. P43116. EP2-expressing cells, cAMP HTRF FRET, PGE2 co-stimulation. induction, % at 25 µM. actives 0.83% (n = 260,000). AID 940;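 active = compounds whose cAMP rise, as percent of the full-agonist control response, exceeds 60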;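 note: rat C6 glioma line stably carrying human EP2 under a CMV promoter; the protocol text gives 20 µM as final concentration; 100% = response of wells given 1 µM PGE2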
# Target sequence (P43116 whole entry, looked up): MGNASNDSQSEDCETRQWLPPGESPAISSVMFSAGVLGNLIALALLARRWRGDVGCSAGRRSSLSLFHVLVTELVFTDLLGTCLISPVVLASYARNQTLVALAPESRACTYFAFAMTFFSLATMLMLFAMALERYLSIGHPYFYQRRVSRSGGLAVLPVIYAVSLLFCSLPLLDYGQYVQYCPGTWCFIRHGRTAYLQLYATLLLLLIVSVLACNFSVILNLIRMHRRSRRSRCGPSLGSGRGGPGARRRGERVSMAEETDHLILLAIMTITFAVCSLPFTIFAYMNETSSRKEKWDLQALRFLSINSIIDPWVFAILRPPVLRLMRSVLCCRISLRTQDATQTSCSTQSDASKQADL
# BaF3 parental: parental Ba/F3 viability inhibition as JAK2V617F counter-screen | AID 1486 | inhibition, % at 5.6 µM | CellTiter-Glo ATP luminescence | actives 1.1% (n = 220,000);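 active = inhibition above a per-campaign cutoff, the mean inhibition of all tested compounds plus 3 SD, cut at about 27% in these data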;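 note: 0% = DMSO wells and 100% = JAK Inhibitor I control wells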
# Calpain2 inh: calpain II (pig) inhibition; purified calpain II, fluorogenic peptide substrate, 30 min; inhibition, % at 16 µM; actives 0.37% (n = 220,000);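 active = inhibition above about 50%, limit read from the data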
# TRPN1 ag: activates the zebrafish TRPN1 channel | HEK293 zebrafish TRPN1-YFP, Fluo-8 calcium fluorescence; 100% = response to 87 µM carbachol | activation, % at 3 µM | actives 0.18% (n = 220,000);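 active = activation above its plate's cutoff, the mean activation of test wells on that plate plus 3 SD, cut at about 19% in these data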;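 note: 0% = DMSO alone and 100% = 87 µM carbachol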
#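 Material: zebrafish TRPN1-YFP in HEK293 cells; Doses: single test compound dose, 3 µM nominal, 0.3% DMSO; Timing: dye loading 1 h at 37 °C, then 30 min room temperature; Technique: intracellular calcium fluorescence with Fluo-8; Benchmarks: high carbachol 87 µM, low DMSO alone.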
# Numbers without * were called inactive; & = joins results of further samples.
SMILES,S1P4 ag,TRPML3 agonist,Ba/F3 V617F tox,PERK inh,S1P4 antag,EP2 mod,BaF3 parental,Calpain2 inh,TRPN1 ag
Cc1ccc(S(=O)(=O)NCCSCc2ccccc2)cc1,1.9,-1.9,1,-0.4,-8,-4,4,6,-2.9
Cc1ccc(Cn2c(NC(=O)c3ccco3)nc3ccccc32)cc1,-2.2,-0.3,2,-0.2,-8,20,5,-8,0.3
CCC(=O)Nc1nc(C)c(-c2csc(Nc3ccc(S(=O)(=O)Nc4cc(C)on4)cc3)n2)s1,-1.0,0.2,-1,1.9,-7,4,3,-87,-0.4
CCCC(=O)N1CCN(c2ccc(NC(=O)c3cc4ccccc4o3)cc2Cl)CC1,-3.5,2.4,-3,-0.5,-35,-4,7,31,2.0
CCCCN(CC)CCNC(=O)CN(C)S(=O)(=O)c1ccc2c(c1)c(=O)n(C)c(=O)n2C,-1.0,1.1,-5,0.8,-15,-4,0,4,1.2
CCCCCNc1nc2ccccc2nc1NS(=O)(=O)c1cccs1,-0.9,0.5,-1,0.1,-3,15,4,-40,-1.1
COC(=O)[C@@]1(Cc2ccc(F)cc2)[C@H]2c3cc(C(=O)N(C)C)n(Cc4ccccc4)c3C[C@H]2CN1C(=O)c1ccccc1,0.0,0.7,-2,-0.8,14,27,3,-76,2.0
COc1ccccc1NC(=S)NC12CN3CN(CN(C3)C1)C2,-3.6,0.1,-5,1.1,1,-32,0,8,-2.8
O=C(CN(CC1CCCO1)C(=O)CNS(=O)(=O)c1ccc(F)cc1)NCc1ccco1 (stereo not given),-0.6,-0.1,-4,-0.1,-17,29,-1,-28,0.9
O=C(NC1=NCCS1)c1sc2cc(Cl)cc(Cl)c2c1Cl,0.8,0.9,0,0.5,-11,-36,7,-2,0.3
CC(NC(=O)CSc1nc(=O)cc(N)n1-c1ccccc1)c1ccccc1 (stereo not given),-0.8,0.4,1,1.2,-16,14,7,-23,0.5
CCOc1ccc(C(F)(F)F)cc1NC(=O)COc1ccc(C(F)(F)F)cc1[N+](=O)[O-],-1.8,0.3,1,1.7,-13,4,1,-10,2.3
COc1ccc(N(CC(=O)NCc2ccccn2)S(=O)(=O)c2ccccc2[N+](=O)[O-])c(OC)c1,0.3,0.3,1,-0.1,-6,18,6,16,0.3
O=C(NNC(=O)c1cccs1)c1ccc(Cl)cc1,0.3,0.8,1,0.4,-19,-9&7,3,-18,0.3
COC(=O)c1cc(Br)c(=O)n(CCN2CCOCC2)c1,1.1,0.5,-3,0.9,-2,2,-1,-23,0.1
CCCN1CCC(NC(=S)Nc2ccc(C(=O)OCC)cc2)CC1,-0.8,0.8,-2,0.4,-6,-8,5,-11,1.1
CN(C)c1cc[n+](CC(=O)Nc2ccc(OC(F)F)cc2)cc1,-0.8,0.8,-5,1.5,10,-1,1,12,-0.6
COc1cc(COc2ccc3c(C)c(Cc4ccccc4)c(=O)oc3c2C)cc(OC)c1OC,1.4,-0.3,-4,-0.8,-23,37,-1,-33,-0.1
Cc1ccc(-n2nnnc2CSc2nnc(-c3ccc(O)cc3)o2)cc1,-1.2,2.0,1,0.8,-4,-25,12,4,2.8
COc1ccccc1CCC(=O)Nc1nc2ccccc2[nH]1,-2.1,1.4,-4,-0.6,-10,-44,0,23,1.3
Cc1ccc(/C=N/c2sc3c(c2C#N)CCCCC3)o1,-0.8,0.9,-3,0.7,8,3,4,-40,0.7
Cn1cc([N+](=O)[O-])c(C(=O)n2cccn2)n1,0.9,0.8,2,-0.6,2,6,3,12,-1.8
COc1ccc(NC(=O)Cc2c(O)c3ccccc3[nH]c2=O)cc1,0.6,0.2,3,-0.1,-30,7,5,12,-0.3
CCN1CCN(S(=O)(=O)c2cc(C)c(OC)cc2C)CC1,0.0,-0.5,-5,0.0,-10,11,0,-4,-0.1
CCc1cccc(C)c1NC(=O)C1CCN(C(=O)c2ccc([N+](=O)[O-])cc2)CC1,-0.9,0.2,5,0.0,0,-9,2,5,0.1

# Arranged by length of the SMILES (smallest number first): some entries from above
SMILES,S1P4 ag,TRPML3 agonist,Ba/F3 V617F tox,PERK inh,S1P4 antag,EP2 mod,BaF3 parental,Calpain2 inh,TRPN1 ag
O=C(CN(CC1CCCO1)C(=O)CNS(=O)(=O)c1ccc(F)cc1)NCc1ccco1 (stereo not given),-0.6,-0.1,-4,-0.1,-17,29,-1,-28,0.9
CCOc1ccc(C(F)(F)F)cc1NC(=O)COc1ccc(C(F)(F)F)cc1[N+](=O)[O-],-1.8,0.3,1,1.7,-13,4,1,-10,2.3
COC(=O)[C@@]1(Cc2ccc(F)cc2)[C@H]2c3cc(C(=O)N(C)C)n(Cc4ccccc4)c3C[C@H]2CN1C(=O)c1ccccc1,0.0,0.7,-2,-0.8,14,27,3,-76,2.0

# Continuation.
SMILES,S1P4 ag,TRPML3 agonist,Ba/F3 V617F tox,PERK inh,S1P4 antag,EP2 mod,BaF3 parental,Calpain2 inh,TRPN1 ag
CCOc1ccc(-n2c(=S)sc3c(=O)[nH]c(SCC(=O)C(C)(C)C)nc32)cc1,-0.7,0.3,6,-0.2,-27,40,8,-25,-0.7
NCCCCC(NC(=O)C1CCCN1C(=O)C1CSSCC(N)C(=O)NC(Cc2ccc(O)cc2)C(=O)NC(Cc2ccccc2)C(=O)NC(CCC(N)=O)C(=O)NC(CC(N)=O)C(=O)N1)C(=O)NCC(N)=O (stereo not given),-2.9,0.9,2,1.4,4,-12,5,-7,0.1
O=C(O)CC1(CC(=O)N2CCN(CCO)CC2)CCCC1,-0.5,0.7,0,0.8,-18,21,3,-19,1.1
Cc1ccc(CNC(=O)c2cc3c(=O)n(C)c4ccccc4c3n2C)cc1,-1.0,0.5,8,0.1,-13,15,8,-29,1.0
Cc1ccc(C(=O)Oc2cccc(-n3cnnn3)c2)cc1,0.9,1.1,2,0.7,-4,-33,-1,62*,-1.3
Cc1ccc(CN2CCN(C3CCOCC3)CC2CCO)cc1 (stereo not given),2.1,0.8,2,1.0,-8,2,8,-7,0.8
CCN(CC)CCOc1nnc(-c2ccc(C)cc2)c2ccccc12,-0.5,-0.8,0,-1.2,-5,-5,6,-17,-0.6
Cc1cccc(C2=NNC(=O)C(c3ccc(Cl)cc3)C2)c1 (stereo not given),1.1,-0.4,-5,0.7,-11,33,3,10,-2.8
CN(C)c1nc(OCCOC(=O)COc2ccc(Cl)cc2Cl)nc(N(C)C)n1,2.8,0.1,2,-0.6,-11,34,8,-18,-0.2
O=C(NNC1=NS(=O)(=O)c2ccccc21)c1ccccc1,0.6,0.4,-2,0.2,-12,-3,-2,0,2.4
O=C(c1ccco1)N1CCN(C(=O)c2ccc(Cn3cc(Br)cn3)o2)CC1,5.5,0.5,3,-1.8,-16,14,4,3,1.4
COc1cc(NC(=O)c2ccco2)c(C(=O)OCC(=O)c2c[nH]c3ccccc23)cc1OC,0.7,0.5,1,-0.1,-8,-44,4,-131,-0.1
Cc1ccc(OCC(=O)c2cc(C)c(C)cc2C)c([N+](=O)[O-])n1,-1.3,0.1,1,-0.6,-25,-18,6,-25,-1.3
CC(C)(C)NC(=O)CSC(=Nc1ccc(F)cc1)NC#N,-1.6,1.0,-3,0.6,-12,-23,1,-11,0.7
COc1cc(/C=C(\CC(=O)O)c2nc3ccccc3s2)cc(OC)c1O,2.9,0.9,2,1.5,-21,17,7,-59,1.0
CC(C)N(C)C(=O)CCc1nnc(CCc2c[nH]c3ccccc23)o1,0.1,0.4,3,0.5,-1,-10,3,-13,1.4
COc1cccc(N(C(=O)C2COc3ccccc3O2)C(C(=O)NC2CCCCC2)c2ccc(O)cc2)c1 (stereo not given),-1.2,-0.2,-4,-0.4,-4,18,0,-18,-3.1
COc1ccc(C(C)NC(=O)c2ccccc2)cc1 (stereo not given),0.8,0.8,-1,0.3,-6,19,4,-26,-0.4
Cc1ccc(-n2c3c(c(=O)[nH]c2=O)C(C(F)(F)F)(C(F)(F)F)NC(=O)N3)cc1,0.1,0.0,-4,0.6,-3,11,0,-7,-0.2
Cc1ccccc1-c1nc2sc3c(c2c(=O)n1N)CCCC3,1.4,-0.7,-4,-0.6,-14,24,5,-32,-0.2
COc1ccc(C)cc1NC(=O)C(CCS(C)(=O)=O)NC(C)=O (stereo not given),-2.7,0.1,-5,0.9,-2,-12,1,-2,0.7
O=C1CC(c2cc([N+](=O)[O-])ccc2Cl)c2c(ccc3ccccc23)N1 (stereo not given),1.4,-0.1,0,1.1,-11,22,7,1,-0.9
O=C1CCN(c2ncccc2[N+](=O)[O-])CC1,-0.1,0.7,1,0.0,13,-5,1,10,0.3
C/C=C(\C)c1nnc(NC(=O)C(C)C)s1,-1.0,-0.6,0,-0.1,-10,8,2,1,1.3
CN1C(=O)c2ccccc2C(C(=O)O)C1c1cccc(F)c1 (stereo not given),0.4,-0.4,-5,0.6,0,14,3,-6,0.2
# (list continues)
SMILES,S1P4 ag,TRPML3 agonist,Ba/F3 V617F tox,PERK inh,S1P4 antag,EP2 mod,BaF3 parental,Calpain2 inh,TRPN1 ag
NC(=O)C1CCN(c2ccc(S(=O)(=O)N3CCCCC3)cn2)CC1,0.5,0.5,-2,-0.2,-26,4,-1,12,0.8
O=C(CON=C1c2ccccc2-c2ccccc21)NC12CC3CC(CC(C3)C1)C2,0.7,0.3,3,0.8,3,19,7,13,1.7
Fc1ccccc1CSc1nnnn1-c1ccc2c(c1)OCO2,-2.1,-0.2,1,0.0,-3,-22,3,5,-1.8
O=C(O)c1ccccc1C(=O)Nc1ccc(-n2nc(C(F)(F)F)cc2C(F)(F)F)cc1,0.1,2.2,-1,0.3,8,-15,-3,3,-0.1
NC(=O)COc1ncnc2scc(-c3ccc(F)cc3)c12,-1.0,1.5,-4,-0.1,-8,8,-3,2,-0.6
NS(=O)(=O)c1ccc(NC(=O)COc2ccc(C(=O)c3ccc(F)cc3)cc2)cc1,1.9,3.2,0,-0.2,-14,-24,-4,-29,6.7
CCOC(=O)C1=NN(c2ccccc2C)C2=NC(C)=C(C(=O)OC)C(c3cccc(OC)c3)N12 (stereo not given),0.2,0.2,-3,-0.8,-17,39,-1,3,-1.1
O=S(=O)(Nc1n[nH]c(C(F)(F)F)n1)c1ccccc1,-1.6,-0.6,-4,0.5,7,9,-3,13,0.3
NC(=O)CC(NSc1ccccc1[N+](=O)[O-])C(=O)O (stereo not given),0.0,0.1,-3,1.6,7,17,-5,-11,-0.3
COc1cc2c(cc1NC(C)=O)CCCC2,-0.2,0.1,4,-0.4,8,0,8,-6,-0.3
COc1cc(OC)cc(C(=O)N[C@H](C(=O)Nc2nc(-c3ccc(OC)c(OC)c3)cs2)C(C)C)c1,-0.7,0.4,2,0.9,-7,-27,-7,-90,-0.3
C(=N\Nc1nncc2ccccc12)/c1ccccc1,1.0,-0.2,0,0.9,4,-27,2,-18,-0.5
CN1CCCCCC1C(=O)N1CCC(N2CCC(C(=O)N3CCOCC3)CC2)CC1 (stereo not given),-0.6,-0.2,-5,1.6,-15,12,0,5,-1.1
COc1ccc(-c2nc(N)n[nH]2)cc1,-1.3,0.2,-2,0.2,2,0,2,-13,0.0
CCOC(=O)CSC1=C(C#N)C(=O)NC(c2ccc(OC)cc2)S1 (stereo not given),0.7,1.4,4,-0.8,-5,5,5,9,2.6
Cc1ccc(-n2c(CNc3ccc(C)c(Cl)c3)n[nH]c2=S)cc1,-2.6,0.1,-5,-1.2,-18,24,-3,-27,0.1
CCOC(=O)N1CCC(N(CCOC)C(=O)Nc2ccc(CC)cc2)CC1,0.8,0.1,-1,0.3,-14,20,8,17,-1.1
O=C(Oc1ccccc1N1C(=O)CCC1=O)c1ccco1,-0.4,-0.1,-1,2.4,-9,13,3,-25,-0.2

# Screens as filed in PubChem BioAssay.
